ERp5 inh = blocks human ERp5 reductase activity on insulin | 350,000 compounds, 0.05% hits | ERp5 insulin aggregation, absorbance 650 nm, 90 min | inhibition, % at 9.99 µM;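 active means mean replicate inhibition above about 25%, with every replicate also reaching it, limit read from the data, passing the limit was not always enough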
E-sel inducer = induces E-selectin expression in human endothelial cells; activation, % at 7.58 µM; HUVEC E-selectin immunofluorescence imaging; normalized: neutral wells 0, TNF-alpha wells 100; AID 686992; 260,000 compounds, 0.37% hits;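 active means mean E-selectin-positive cell signal at least 10% of the positive control, reached in at least 60% of replicates, without over 20% cell loss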;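 further: in these data hits start at about 27%; measured in HUVEC primary endothelial cells; signal is the percent of cells scored E-selectin positive by PE staining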
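Material: HUVEC primary endothelial cells; Amount: 3,000 cells per well; Dosing: single concentration; Medium: EGM-2 growth medium on 0.1% gelatin-coated wells; Read-out basis: percent E-selectin-positive cells; Signal: immunofluorescence imaging; Control set: TNF-alpha, DMSO.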
ERAP1 HTS inh = ERAP1 (human) enzyme inhibition; Q9NZ08; recombinant ERAP1, Leu-AMC fluorescence, 60 min; inhibition, % at 10.7 µM; 340,000 compounds, 0.15% hits; AID 652197;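 active means mean replicate inhibition of at least 30%, or all replicates individually reaching that 30% level; inactive means mean below 30% and not every replicate reaching it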;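 further: 0% = neutral control wells and 100% = L-leucinethiol positive control wells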
esBAF inh = SWI/SNF esBAF complex inhibition | 350,000 compounds, 2% hits | mouse ES cells, Bmi1-luciferase knock-in reporter, 24 h; 100% = twice the neutral-well signal | reporter increase, % at 12.5 µM; in the data active means activation above about 40%;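 further: 0% = median of the plate's neutral control wells and 100% = double that signal; a rise in the Bmi1 reporter signal indicates esBAF inhibition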
RAD54 inh = inhibitors of human RAD54 branch migration; inhibition, % at 10.4 µM; RAD54 Holliday junction branch migration, FAM/BHQ fluorescence; 360,000 compounds, 0.14% hits; Q92698; AID 602329;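 active means mean normalized replicate activity at least 40 and at least half of replicates scoring 40 or more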;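 further: 0% = median of neutral control wells and 100% = median of positive control wells; inhibitors cause a drop in the FAM fluorescence signal; in these data hits start at about 50%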
Target sequence (Q92698 whole entry, looked up): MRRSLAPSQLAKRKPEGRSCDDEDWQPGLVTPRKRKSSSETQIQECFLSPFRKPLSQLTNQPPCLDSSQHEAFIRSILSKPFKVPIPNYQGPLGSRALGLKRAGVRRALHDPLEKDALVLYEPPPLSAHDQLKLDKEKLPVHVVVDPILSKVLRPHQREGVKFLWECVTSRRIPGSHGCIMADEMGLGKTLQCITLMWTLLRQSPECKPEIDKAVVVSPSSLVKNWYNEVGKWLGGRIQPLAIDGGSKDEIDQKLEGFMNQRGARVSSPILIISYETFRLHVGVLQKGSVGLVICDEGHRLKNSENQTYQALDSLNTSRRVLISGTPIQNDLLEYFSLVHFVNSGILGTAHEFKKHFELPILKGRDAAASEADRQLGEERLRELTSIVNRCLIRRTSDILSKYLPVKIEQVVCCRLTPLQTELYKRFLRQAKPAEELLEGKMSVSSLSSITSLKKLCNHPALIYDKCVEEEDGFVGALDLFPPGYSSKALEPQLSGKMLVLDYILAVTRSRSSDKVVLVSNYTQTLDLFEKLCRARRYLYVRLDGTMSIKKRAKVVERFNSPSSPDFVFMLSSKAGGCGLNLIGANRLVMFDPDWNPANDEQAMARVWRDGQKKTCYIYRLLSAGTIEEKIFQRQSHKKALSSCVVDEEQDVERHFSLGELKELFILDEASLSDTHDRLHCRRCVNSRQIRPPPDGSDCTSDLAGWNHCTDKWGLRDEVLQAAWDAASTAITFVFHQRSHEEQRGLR
RAD52 inh = inhibitors of human RAD52 DNA annealing. P43351. recombinant RAD52 DNA annealing, FRET fluorescence. inhibition, % at 18.7 µM. 360,000 compounds, 0.46% hits. AID 651710;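 active means every replicate showing at least 50% inhibition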
Xi reactivation = reactivates the inactive X chromosome in mouse fibroblasts | XiGFP mouse fibroblasts, % GFP-positive cells imaging, 3 d; cells co-treated with 5-aza-dC sensitizer; scaled so ellipticine positive control = 100% | activation, % at 7.58 µM | 360,000 compounds, 0.055% hits | AID 743238;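 active means mean normalized replicate activation at least 10% and every replicate at or above 10%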;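 further: 0% = median of on-plate neutral control wells and 100% = ellipticine 6 µM median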
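Material: SV40-immortalized XiGFP fibroblast cells, line 68-5-11 | Buffer or medium: DMEM containing 5-aza-dC | Dosing: One concentration, pinned | Times: 3 d treatment, 15 min room-temperature fixation | Controls: Ellipticine 6 µM positive control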
S100A4 MyoIIA = inhibitors of human S100A4 binding to myosin IIA peptide. P26447. S100A4/TAMRA-MyoIIA peptide fluorescence polarization. AID 652163. inhibition, % at 10.7 µM. 360,000 compounds, 0.14% hits;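 active means mean inhibition of at least 70% across replicates, with every replicate also reaching that level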
Target sequence (P26447 whole entry, looked up): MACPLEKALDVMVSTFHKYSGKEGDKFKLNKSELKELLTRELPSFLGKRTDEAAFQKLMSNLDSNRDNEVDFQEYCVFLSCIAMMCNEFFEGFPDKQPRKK
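Test system – S100A4 monomer (human) · Compound – single-point compound testing · Schedule – 5 min incubation before reading · Probe or stimulus – TAMRA-labelled myosin IIA heavy-chain peptide probe, 5 nM · Benchmarks – neutral control DMSO, positive control TFP · Medium – Calcium-containing HEPES buffer, pH 7.2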
Active calls of the source: *; . = no result given.

mol | ERp5 inh | E-sel inducer | ERAP1 HTS inh | esBAF inh | RAD54 inh | RAD52 inh | Xi reactivation | S100A4 MyoIIA
CC(C)(C)SC(=O)C[C@@H]1NS(=O)(=O)OC2CCCCC21 (some centres not stated) | 1 | . | 2 | -6 | 2 | -10 | 0.0 | -2
O=C(Cc1ccccn1)N[C@@H]1CC[C@H](CCn2cc(-c3ccccc3)nn2)O[C@@H]1CO | -4 | -0.2 | 0 | 1 | -5 | -7 | -0.4 | 2
CC1(C(=O)NS(=O)(=O)c2ccc(Cl)cc2)CCN1C(=O)Cc1cccc2ccccc12 (configuration not stated) | 1 | 0.4 | -1 | 1 | -11 | -5 | -0.1 | -9
Cn1c(=O)c2[nH]c(CCCc3nc4ccccc4[nH]3)nc2n(C)c1=O | 0 | . | 3 | -8 | . | -5 | 0.0 | -4
O=C(C[C@H]1CC[C@@H]2[C@H](COC[C@H](O)CN2C(=O)C2CC2)O1)NCc1ccccc1Cl | -1 | 0.1 | 3 | 0 | 3 | 12 | 0.5 | 35
COC(=O)c1cc(C(=O)OCC(=O)Nc2ccc(N3CCOCC3)cc2)cc([N+](=O)[O-])c1 | 2 | . | -2 | 7 | -15 | -7 | -0.2 | -7
CC(=O)c1c(C)n(C)c2ccc(OC(=O)c3ccc([N+](=O)[O-])cc3)cc12 | 2 | 0.6 | 0 | . | . | -9 | 0.0 | -1
O=C(O)CCC(=O)N1N=C(c2ccc(Br)cc2)CC1c1ccc(Br)cc1 (configuration not stated) | 4 | . | -13 | -10 | 9 | -4 | 0.1 | 1
C[C@@H]1CCCCO[C@@H](CN(C)C(=O)Cc2ccccc2)[C@@H](C)CN([C@@H](C)CO)C(=O)c2cc(NS(=O)(=O)c3cn(C)cn3)ccc2O1 | -6 | 0.6 | -3 | -1 | -9 | -6 | -0.9 | 12
O=C(/C=C/c1cccc(F)c1)OCC(=O)N1CCCC1 | 2 | 1.3 | 1 | 8 | 3 | -7 | 0.2 | -4
O=C1NC[C@H](CCCCN2CCN(CCc3ccccc3)C(=O)C2=O)N(CCC2CCCCC2)C1=O | 0 | -0.4 | . | . | . | -5 | -0.2 | 0
O=C(C[C@H]1CC[C@H](NC(=O)Nc2cccc(F)c2)[C@H](CO)O1)NCC1CC1 | 3 | -0.4 | 0 | 5 | 2 | 9 | 0.1 | 7
CCOc1ccc2oc(C(=O)OCC(=O)NC3CC3)c(C)c2c1 | 18 | 3.3 | 2 | 0 | -1 | -19 | 0.0 | -1
Cc1ccc(CCNC(=O)C2CCN(S(=O)(=O)c3ccc4nc5c(c(C(=O)O)c4c3)CCCC5)CC2)cc1 | 5 | . | -7 | 3 | -16 | -42 | 0.0 | -5
CO[C@@H]1CN(C)C(=O)c2ccc(NC(=O)c3ccccn3)cc2OC[C@@H](C)N(CCC(F)(F)F)C[C@H]1C | 2 | 0.1 | . | 5 | 0 | -7 | 0.0 | -4
Cc1nc(NCCc2ccc(F)cc2)c2nnn(Cc3ccccc3)c2n1 | 0 | . | -3 | -5 | -7 | -5 | 0.0 | -11
CCOc1ccc(S(=O)(=O)N2CCN(Cc3ccc4c(c3)OCO4)CC2)cc1Cl | 7 | 0.0 | 1 | -10 | -7 | 1 | 0.2 | -1
O=C(NC1CCCCC1)C(C1CC1)n1c(=O)c(-c2ccco2)nc2ccccc21 (configuration not stated) | 0 | 0.1 | 2 | . | . | -23 | 0.3 | 0
COC(=O)[C@]1(Cc2ccccc2)N[C@H](CN(C)S(=O)(=O)c2ccc(C)cc2)[C@@H]2C(=O)N(Cc3ccccc3)C(=O)[C@@H]21 | 2 | . | -1 | -3 | -9 | -5 | -0.1 | 3
O=[N+]([O-])c1ccc(N2CCN(c3ccccc3Cl)CC2)cn1 | 5 | . | -2 | 17 | . | -5 | -0.1 | 18
CCNC(=S)NNC(=O)CSc1nc2ccccc2n1C | -4 | 0.1 | -1 | . | . | 0 | 0.0 | -2
COc1ccc(OC)c(NC(=O)CSc2n[nH]c(-c3cccnc3)n2)c1 | 0 | -0.2 | 2 | 1 | 18 | -15 | 0.0 | 0
COc1cccc(CC(=O)OCc2csc(CC(=O)Nc3ccccc3C)n2)c1 | 2 | -0.2 | 1 | 7 | -8 | -19 | 0.0 | 12
COc1ccc(S(=O)(=O)N2CCCCC2)cc1NC(=O)c1ccc(C)cc1 | -1 | . | -3 | 2 | 1 | -3 | 0.3 | -1
COc1cccc(NC(=O)C2(C)CCN2Cc2ccc(OC)c3ccccc23)c1 (configuration not stated) | -1 | -0.2 | 3 | -4 | 5 | -87 | 0.0 | 0
CNS(=O)(=O)c1cn(CC(=O)N(C)Cc2ccccc2)cc1S(=O)(=O)NC | 7 | 0.0 | -5 | -2 | 8 | -7 | 0.2 | 1
COC(=O)CSc1ccc2nnc(CCNS(=O)(=O)c3ccccc3)n2n1 | 2 | . | -5 | . | . | -17 | 0.2 | 0
CCOc1cc2[nH]c(=S)n(CCCC(=O)NCc3ccccn3)c(=O)c2cc1OCC | -3 | . | 3 | -6 | 5 | -2 | 0.0 | -2
COc1ccc(NS(=O)(=O)c2cccc(C(=O)NCc3ccccn3)c2)cc1 | -3 | 0.6 | 3 | 0 | -2 | -4 | 0.0 | -4
Cc1cccn2c(=O)c(C=O)c(NCc3ccccc3)nc12 | 2 | 3.6 | 0 | . | 3 | -28 | 0.4 | 0

mol | ERp5 inh | E-sel inducer | ERAP1 HTS inh | esBAF inh | RAD54 inh | RAD52 inh | Xi reactivation | S100A4 MyoIIA
CN(C)c1ccc2c(c1)[C@@H]1C[C@H](CC(=O)NCc3ccc(Oc4ccccc4)cc3)O[C@@H](CO)[C@@H]1O2 | -2 | . | 1 | -29 | 2 | 33 | -0.1 | -10
N#C/C(=C/c1ccc(-c2ccc(Br)cc2)o1)C(=O)NC1CCCCC1 | 1 | . | -1 | -2 | -8 | -197 | 0.0 | 2
CCOc1ccc(N(CC(=O)Nc2ccc(C)c(Cl)c2)S(C)(=O)=O)cc1 | -3 | . | 1 | 32 | 0 | -14 | 0.0 | -1
O=C(c1cccnc1)N1C[C@H]2[C@@H](c3ccccc31)[C@H](CO)N2C(=O)Nc1cccc(F)c1 | 0 | -0.2 | 4 | 2 | -6 | -23 | 0.2 | 9
O=C(NCCCn1ccnc1)C1CCCN(S(=O)(=O)c2ccc(F)cc2)C1 (configuration not stated) | 0 | . | -5 | 0 | -18 | -3 | 0.0 | 1
CCN(CC)CCN1C(=O)C2C(C(=O)Nc3cccc(SC)c3)C3C=CC2(O3)C1C(=O)NC1CCCC(C)C1C (configuration not stated) | -1 | 0.2 | -4 | -4 | 10 | 8 | 0.3 | 0
COc1ccc(Br)cc1CNC(=O)CCC(=O)N1CCSc2ccccc21 | -1 | 0.1 | 6 | -4 | 8 | -10 | 0.3 | -1
C[C@H]1CN([C@@H](C)CO)C(=O)CCCn2cc(nn2)CO[C@@H]1CN(C)Cc1ccccc1C(=O)O | 3 | -0.2 | -3 | 2 | -8 | 5 | -0.5 | -4
C[C@H](CO)N1C[C@H](C)[C@H](CN(C)S(=O)(=O)c2cn(C)cn2)Oc2ccc(NC(=O)Nc3cccc4ccccc34)cc2CC1=O | 0 | 0.1 | 0 | 6 | -2 | -10 | 0.1 | 2
CC(C)(C)C(=O)Nc1nc2c(c(=O)[nH]1)CCCC2 | 5 | . | 2 | . | . | -7 | 0.1 | 0
O=C(N/N=C/c1ccc(OCC2COCCO2)cc1)c1ccc(Br)cc1 (configuration not stated) | 1 | 20 | -2 | . | . | -16 | 0.1 | 1
COc1cccc(C(Nc2ccccn2)c2oc(CO)cc(=O)c2O)c1 (configuration not stated) | 3 | . | 5 | . | . | -25 | 0.4 | 3
CC1(C(=O)Nc2cnc3ccccc3c2)CCN1C(=O)CC(c1ccccc1)c1ccccc1 (configuration not stated) | -2 | -0.3 | -2 | 0 | 3 | -8 | -0.1 | 21
CSc1cccc(CN2CCCC(CNC(=O)c3ccc(F)cc3)C2)c1 (configuration not stated) | 6 | -0.6 | . | -9 | . | -30 | 0.0 | -4
OC[C@@H]1[C@@H](c2ccc(F)cc2)C(c2ccccc2)=NN1c1ccccc1 | -1 | . | . | -2 | -20 | -22 | -0.1 | 1
O=C(COC(=O)C1CCCN1C(=O)C12CC3CC(CC(C3)C1)C2)c1ccc(Br)cc1 (configuration not stated) | -5 | . | -1 | . | -3 | -26 | 0.0 | -24
O=C(NC1CCCN(c2ccc(C(F)(F)F)cn2)C1)c1ccncc1 (configuration not stated) | . | . | -2 | -2 | -16 | -6 | 0.0 | 0
Cn1c(COc2ccccc2)nnc1SCC(=O)NC1CCCC1 | 2 | 0.1 | 2 | -6 | -10 | -6 | 0.0 | -5
Cc1ccc(NC(=O)Cc2n[nH]c(=S)n2C)cc1 | -4 | -0.2 | 0 | -4 | 0 | -3 | 0.0 | -3
O=C(c1ccc(Cl)c(NC2=NC3CS(=O)(=O)CC3S2)c1)N1CCN(c2ccc(F)cc2)CC1 (configuration not stated) | 14 | -0.4 | 4 | 1 | 1 | -17 | 0.0 | 4
CCC(C)n1c(=S)[nH]c2c(sc3ccc([N+](=O)[O-])cc32)c1=O (configuration not stated) | -2 | 0.6 | 1 | . | -1 | 4 | -0.1 | -2
Cc1ccccc1NC(=S)N1CCOCC1 | -1 | 1.1 | -1 | -1 | -7 | -4 | 0.1 | -2
O=C(O)CSc1ncnc2c1sc1nc(-c3ccccc3)c3c(c12)CCC3 | -3 | . | -2 | . | . | -6 | 0.5 | -15
C[C@@H]1CN([C@H](C)CO)C(=O)c2cc(N(C)C)ccc2O[C@@H]1CN(C)Cc1ccc(C(=O)O)cc1 | -5 | -11 | -2 | 5 | -6 | 13 | 1.0 | 14
CO[C@H](CN(C)C(=O)c1ccc2c(c1)OCO2)[C@@H](C)CN([C@@H](C)CO)S(=O)(=O)c1ccc(C)cc1 | -1 | 0.0 | 0 | 0 | 1 | 9 | 0.0 | -5
C[C@@H]1CN([C@H](C)CO)C(=O)c2cc(NC(=O)Nc3cccc4ccccc34)ccc2O[C@@H]1CN(C)S(=O)(=O)c1cccs1 | 0 | -0.1 | 3 | -2 | 7 | 4 | 0.3 | -9
CN(C)c1ccc(C=NN2CCCCCC2)cc1 | 0 | -0.4 | -1 | 75* | 6 | -6 | 0.2 | -1

Arranged by heavy-atom count (rising): some entries from above
mol | ERp5 inh | E-sel inducer | ERAP1 HTS inh | esBAF inh | RAD54 inh | RAD52 inh | Xi reactivation | S100A4 MyoIIA
Cc1ccccc1NC(=S)N1CCOCC1 | -1 | 1.1 | -1 | -1 | -7 | -4 | 0.1 | -2
CCOc1ccc(N(CC(=O)Nc2ccc(C)c(Cl)c2)S(C)(=O)=O)cc1 | -3 | . | 1 | 32 | 0 | -14 | 0.0 | -1
CNS(=O)(=O)c1cn(CC(=O)N(C)Cc2ccccc2)cc1S(=O)(=O)NC | 7 | 0.0 | -5 | -2 | 8 | -7 | 0.2 | 1

Screens: PubChem BioAssay, Broad Institute
